Assay outcomes from PubChem BioAssay.
SUMO1-SIM PPI: modulators of SUMO1 protein-protein interactions, primary screen, biochemical, uHTS. Small ubiquitin-related modifier 1 (Homo sapiens), P63165. SUMO1 binding to a labelled peptide, TR-FRET, 1 h. inhibition, % at 20 µM. actives 0.33% (n = 360,000). AID 602429, 2012; in the data active means inhibition above about 37%
NadD inh: inhibitors of S. aureus NadD, primary screen, biochemical, colorimetric, uHTS | purified NadD enzyme, colorimetric absorbance read-out | actives 0.78% (n = 360,000) | AID 602399, 2012 | Nicotinate-nucleotide adenylyltransferase NadD (Staphylococcus aureus N315) | inhibition, % at 20 µM; in the data active means inhibition above about 26%; further: some compounds past the cut are filed as inactive
Rin1-Abl PPI inh: inhibitors of Rin1-Abl protein binding, primary screen, biochemical, TR-FRET | Tyrosine-protein kinase ABL1 (Homo sapiens) + Ras and Rab interactor 1 (Homo sapiens), … | inhibition, % at 7.35 µM | actives 0.4% (n = 360,000); in the data active means inhibition above about 5%, passing the limit was not always enough
DNMT1 inh: human DNMT1 methyltransferase inhibitors, primary screen, biochemical, molecular beacon, fluorescence, HinP1I cleavage, uHTS; DNA (cytosine-5)-methyltransferase 1 (Homo sapiens), P26358; inhibition (reported as % activation of signal), % at 10 µM; actives 0.83% (n = 360,000); AID 588458, 2011; in the data active means inhibition above about 50%
Target sequence (P26358 504-1616 limits assumed): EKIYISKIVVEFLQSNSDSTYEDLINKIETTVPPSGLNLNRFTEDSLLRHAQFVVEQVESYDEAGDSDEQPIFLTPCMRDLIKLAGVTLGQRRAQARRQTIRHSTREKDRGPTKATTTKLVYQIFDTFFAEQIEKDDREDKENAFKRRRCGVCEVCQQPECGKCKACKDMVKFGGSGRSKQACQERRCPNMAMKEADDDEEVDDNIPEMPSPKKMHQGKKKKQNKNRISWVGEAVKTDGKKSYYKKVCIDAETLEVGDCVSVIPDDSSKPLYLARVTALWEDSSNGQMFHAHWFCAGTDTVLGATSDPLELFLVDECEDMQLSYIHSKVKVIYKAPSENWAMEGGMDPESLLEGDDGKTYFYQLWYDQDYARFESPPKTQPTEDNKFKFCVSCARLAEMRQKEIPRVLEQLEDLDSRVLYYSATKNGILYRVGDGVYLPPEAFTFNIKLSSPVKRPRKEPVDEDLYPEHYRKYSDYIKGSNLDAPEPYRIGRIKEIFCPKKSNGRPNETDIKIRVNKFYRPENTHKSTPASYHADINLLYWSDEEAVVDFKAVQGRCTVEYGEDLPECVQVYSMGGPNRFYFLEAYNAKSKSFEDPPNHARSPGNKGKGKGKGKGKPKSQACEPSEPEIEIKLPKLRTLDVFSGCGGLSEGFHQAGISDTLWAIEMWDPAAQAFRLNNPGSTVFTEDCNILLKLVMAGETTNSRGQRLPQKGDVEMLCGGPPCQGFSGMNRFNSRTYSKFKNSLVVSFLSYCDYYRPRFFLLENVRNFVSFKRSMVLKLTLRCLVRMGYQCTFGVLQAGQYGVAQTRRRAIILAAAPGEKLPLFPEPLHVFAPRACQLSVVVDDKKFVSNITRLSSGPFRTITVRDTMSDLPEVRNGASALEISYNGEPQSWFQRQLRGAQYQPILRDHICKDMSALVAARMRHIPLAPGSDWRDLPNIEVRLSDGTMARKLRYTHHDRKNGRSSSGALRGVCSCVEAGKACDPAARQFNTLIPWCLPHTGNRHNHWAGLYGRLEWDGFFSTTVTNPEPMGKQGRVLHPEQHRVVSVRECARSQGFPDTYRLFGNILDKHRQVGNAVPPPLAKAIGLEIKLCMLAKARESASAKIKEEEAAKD
Neddyl block: inhibitors of cullin neddylation, primary screen, biochemical, TR-FRET, uHTS, NAE and Ubc12 | calls only at 25 µM | actives 0.58% (n = 360,000); in the data active means inhibition above about 36%
Scp1 inh: Scp-1 phosphatase inhibitors, primary screen, biochemical, colorimetric, uHTS; Recombinant Scp1, phosphopeptide, malachite green phosphate absorbance; Carboxy-terminal domain RNA polymerase II polypeptide A small phosphatase 1 (Homo …; inhibition, % at 20 µM; AID 493091, 2011; actives 0.88% (n = 340,000);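 active means inhibition above about 50% at 20 µM, limit read from the data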;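 further: plate controls were DMSO wells with enzyme for no effect and wells lacking enzyme for full effect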
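assay system = SCP-1 phosphatase catalytic domain, residues 76-261 | buffer or medium = 50 mM Tris acetate pH 5.5, 0.005% Tween-20, 10 mM MgCl2 | incubation = enzyme reaction 45 min at room temperature, colour 5 min, stabilisation 30 min | signal = Phosphate-binding colour reagent, absorbance read at 630 nm | measure = % inhibition at 20 µM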
STEP inh: STEP phosphatase inhibitors, primary screen, biochemical, fluorescence intensity, uHTS; inhibition, % at 20 µM; recombinant STEP, OMFP fluorogenic substrate; actives 0.25% (n = 360,000); AID 588621, 2011;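 active means inhibition at 20 µM, scaled per plate between control wells, above about 37%, limit read from the data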;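 further: 0% = DMSO with enzyme and substrate and 100% = substrate only without enzyme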
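Material: STEP (striatal-enriched tyrosine phosphatase) enzyme, cell-free; Compound dosing: 20 µM single dose in 1% DMSO; Technique: fluorescence read at 480 nm ex / 540 nm em; Times: reaction 20 min, ambient temperature; Medium: 50 mM Bis-Tris pH 6.0 with 2.5 mM DTT and 0.005% Tween 20; Also added: OMFP at 25 µM.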
Rpn11 block: Rpn11 (PSMD14) deubiquitinase inhibitors, primary screen, biochemical, fluorescence polarization, uHTS; 26S proteasome non-ATPase regulatory subunit 14 (Homo sapiens), O00487; actives 0.59% (n = 360,000); calls only at 20 µM; human 26S proteasome, Ub4-pepOG fluorescence polarization; 20S core pre-blocked with epoxomicin;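 active means inhibition at 20 µM, scaled to each plate's controls, above about 33%, limit read from the data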
LMPTP block: LMPTP phosphatase inhibitors, primary screen, biochemical, fluorescence intensity, uHTS; Low molecular weight phosphotyrosine protein phosphatase (Homo sapiens), P24666; recombinant LMPTP-A, OMFP fluorogenic substrate; AID 651560, 2012; inhibition, % at 20 µM; actives 0.22% (n = 360,000);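 active means compounds that cut the enzyme signal by at least half of the control window in the single-dose screen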;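 further: plate controls were DMSO wells with enzyme plus substrate for no effect and substrate without enzyme for full effect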
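Test system: LMPTP-A phosphatase enzyme; input: 0.625 nM LMPTP-A final; reagent: OMFP substrate, 400 µM final; compound dosing: 20 µM single dose, 3% DMSO; incubation: 50 min dark incubation at room temperature; measured by: endpoint fluorescence intensity from OMFP dephosphorylation; measure: % inhibition relative to no-enzyme and uninhibited control wells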
CSN inh: inhibitors of CSN-mediated cullin deneddylation, primary screen, biochemical, fluorescence polarization, uHTS | COP9 signalosome complex subunit 5 (Homo sapiens), Q92905 | Purified CSN, SCF-Nedd8-OG deneddylation | inhibition, % at 12.5 µM | actives 0.38% (n = 360,000) | AID 651999, 2013;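 active means pattern-corrected inhibition above about 35%, with an unprinted fluorescence ratio check between 0.5 and 1.5, limit read from the data, passing the limit was not always enough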;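 further: 0% = enzyme with substrate and 100% = substrate without enzyme; some results filed as inactive read as strong as hits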
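Material: human Csn5 produced in HEK293T cells; Input: enzyme 0.24 nM; Reagent: SCFSkp2-Nedd8OG substrate at 10 nM final; Dosing: 12.5 µM compound; Incubation: 90 min reaction at room temperature; Detection: fluorescence polarization of the substrate; Evaluation: % inhibition of substrate cleavage by Csn5; Control set: substrate-only high control, full reaction low control.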
* hit, by the source's call; i = inactive; . = not tested or not shown.

#	canonical_smiles	SUMO1-SIM PPI	NadD inh	Rin1-Abl PPI inh	DNMT1 inh	Neddyl block	Scp1 inh	STEP inh	Rpn11 block	LMPTP block	CSN inh
1	CCN(CC)S(=O)(=O)c1ccc(N2CCOCC2)c(NC(=O)c2sccc2C)c1	-2	1	-2	0	i	-18	4	i	2.4	5
2	CC1=C(C(=O)OCc2ccccc2)C(c2ccc(C(C)(C)C)cc2)NC(=O)N1CCCCCC(=O)O (stereo not drawn)	13	9	1	1	i	-3	0	i	-0.5	-2
3	O=C(Nc1ccc(N2CCCC2)cc1)c1cccc(Cl)c1	-2	0	-1	-3	i	-6	1	i	1.3	5
4	CCCCCc1cc(=O)oc2c(C(CCN3CCCC(C)C3)c3cc(OC)c(OC)c(OC)c3)c(OC)cc(OC)c12 (stereo not drawn)	-14	11	-3	-14	i	20	3	i	1.0	-1
5	CCOc1ccc(C(NC(=O)CC)c2c(O)ccc3ccccc23)cc1 (stereo not drawn)	3	2	3	-3	i	-2	1	i	1.6	8
6	Cc1ccc(C(=O)Nc2ccc(Br)cc2)cc1S(=O)(=O)Nc1ccccn1	14	-4	1	-4	i	-5	-1	i	-0.7	-4
7	NS(=O)(=O)c1ccc(CCNC(=O)C2Cc3ccccc3CN2C(=O)c2ccco2)cc1 (stereo not drawn)	-1	-3	2	-7	i	3	-2	i	-0.9	9
8	Cc1ccc(-n2c(CSc3nc(C)cc(C)n3)n[nH]c2=S)cc1	-1	-5	4	14	i	-4	0	i	2.5	-9
9	O=C(OCCNc1nc(-c2ccccc2)nc2ccccc12)c1cccnc1	3	-3	-1	-1	i	1	0	i	62*	4
10	O=C(NCCSc1ccccc1)c1ccccc1	1	8	-1	-3	i	-3	-2	i	-0.2	2
11	CN(C)S(=O)(=O)c1cccc(NC(=O)c2cc(=O)[nH]c(=O)[nH]2)c1	-1	-4	4	2	i	-13	0	i	-1.2	2
12	Cc1[nH]c2ccccc2c1C(C#N)(C#N)C1C(=O)c2ccccc2C1=O	-10	-2	-2	-17	i	-17	1	i	6.0	8
13	COc1ccccc1OCC(=O)NC1CCCCCC1	-4	-4	5	1	i	4	-1	i	-0.6	4
14	NC(=O)C1CCN(C(=O)CCSc2ccccc2)CC1	-2	0	0	-2	i	-1	-1	i	-1.7	-4
15	CCN(CC)c1ccc(NC(=O)c2cccc(C)c2OC)c(C)c1	-1	2	1	-2	i	2	-3	i	0.2	-3
16	O=S(=O)(c1ccc2ncn(O)c2c1)N1CCOCC1	-1	0	4	1	i	6	-4	i	-1.1	-2
17	CCCc1cc(=O)[nH]c(SCC(=O)Nc2ccc(OC(F)F)cc2)n1	-2	0	2	3	i	6	0	i	-0.8	5
18	Cc1ccc2c(c1)c1c(n2CC(O)CNC(C)(C)C)CCCC1 (stereo not drawn)	-10	1	-2	-18	i	-9	0	i	-0.4	-3
19	Cc1ccc(S(=O)(=O)Nc2cccc(CP(=O)(c3ccccc3)c3ccccc3)c2)cc1	4	-3	0	-1	i	-12	-1	i	-0.4	4
20	COc1ccc(F)cc1S(=O)(=O)Nc1cc2c3c(c1)CC(=O)N3CCC2	2	4	2	-8	i	7	0	i	-0.3	-1
21	O=C(CSc1nncs1)N1CCN(S(=O)(=O)c2ccccc2)CC1	11	-3	3	-1	i	-7	8	i	0.4	4
22	CCSc1cc(C)nc2c(-c3ccc(Cl)cc3)c(C)nn12	2	-2	1	6	.	-8	2	i	-2.4	-1
23	CCOC(=O)C(=O)Nc1ccc(OCc2ccccc2)cc1	5	-4	-5	-1	i	-7	9	i	0.0	3
24	Cc1ccc(C(=O)NCC(=O)OCCOc2cccc(Cl)c2)cc1	1	-4	2	0	i	-3	2	i	0.5	-4
25	COc1ccccc1N1CCN(C(=O)c2ccc(CN3CCc4ccccc4C3)cc2)CC1	5	-5	1	-10	i	-5	0	i	-1.5	7
26	CCC(=O)Nc1ccc(/C(C)=N/NC(=O)c2c(Br)c(C)nn2C)cc1	3	5	1	1	i	6	1	i	-0.9	-1
27	COc1ccc(N2CCN(C(=O)[C@@H]3CCCN3C3=NS(=O)(=O)c4ccccc43)CC2)cc1	-5	-4	5	5	i	-1	1	i	-1.3	-1
28	CCOc1ccc(OCCCC(=O)Nc2nc3ccccc3[nH]2)cc1	2	3	1	0	i	-5	-3	i	0.4	-3
29	Nc1cc(=O)[nH]c(SCC(=O)Nc2cccc(Cl)c2Cl)n1	4	-2	5	-4	i	-12	3	i	-1.5	1
30	CN(C(=O)COC(=O)c1cccc(S(=O)(=O)N2CCCCC2)c1)C1CCS(=O)(=O)C1 (stereo not drawn)	6	0	6	4	i	-1	1	i	-0.6	-4
31	CN1CCN(C(=O)CSc2nc3c(c(=O)n(C)c(=O)n3C)n2C)CC1	1	-4	0	-2	i	1	-3	i	-1.0	0
32	Nc1ncnc2c1ncn2[C@@H]1O[C@H](CCC(=O)NCc2ccccc2)[C@@H](O)[C@H]1O	1	0	-3	7	i	.	0	i	-1.0	0
33	Cc1nc(NC(=O)c2ccc(Cl)cc2)sc1Cc1ccc2c(c1)OCO2	7	9	0	-9	i	-1	0	i	2.8	1
34	O=C(COc1ccccc1[N+](=O)[O-])Nc1ccc(N2CCN(C(=O)c3cccs3)CC2)cc1	-11	0	0	-1	i	-5	2	i	2.9	1
35	Cc1c(NS(=O)(=O)c2cc(C(=O)NCc3cccnc3)cc(Cl)c2Cl)c(=O)n(-c2ccccc2)n1C	6	3	-3	-6	i	-6	1	i	-0.7	-3
36	O=C(CSCC(=O)NN=Cc1ccccc1O)NN=Cc1ccccc1O	-5	-3	-3	0	i	-5	1	i	-0.8	-4
37	CC(C)CCNC(=O)C1CCC(CNc2c(N3CCCC3)c(=O)c2=O)CC1 (stereo not drawn)	-2	-3	-2	-5	i	-7	2	i	-1.6	2
38	COc1ccc(OC)c(COC(=O)c2cccc(S(=O)(=O)N3CCCCC3)c2)c1	1	-12	-2	1	i	-1	-2	i	3.3	-3
39	Cc1cccc(OCC(=O)Nc2nc(-c3ccncc3)cs2)c1	6	4	-2	-11	i	-6	4	i	0.0	0
40	CCOC(=O)CC(=O)CSc1nc2c(sc(=S)n2-c2ccc(OCC)cc2)c(=O)[nH]1	0	4	0	-3	i	-10	1	i	-0.4	-1

Arranged by molecular weight (low to high): some entries from above
#	canonical_smiles	SUMO1-SIM PPI	NadD inh	Rin1-Abl PPI inh	DNMT1 inh	Neddyl block	Scp1 inh	STEP inh	Rpn11 block	LMPTP block	CSN inh
39	Cc1cccc(OCC(=O)Nc2nc(-c3ccncc3)cs2)c1	6	4	-2	-11	i	-6	4	i	0.0	0
29	Nc1cc(=O)[nH]c(SCC(=O)Nc2cccc(Cl)c2Cl)n1	4	-2	5	-4	i	-12	3	i	-1.5	1
31	CN1CCN(C(=O)CSc2nc3c(c(=O)n(C)c(=O)n3C)n2C)CC1	1	-4	0	-2	i	1	-3	i	-1.0	0
36	O=C(CSCC(=O)NN=Cc1ccccc1O)NN=Cc1ccccc1O	-5	-3	-3	0	i	-5	1	i	-0.8	-4
33	Cc1nc(NC(=O)c2ccc(Cl)cc2)sc1Cc1ccc2c(c1)OCO2	7	9	0	-9	i	-1	0	i	2.8	1
32	Nc1ncnc2c1ncn2[C@@H]1O[C@H](CCC(=O)NCc2ccccc2)[C@@H](O)[C@H]1O	1	0	-3	7	i	.	0	i	-1.0	0
30	CN(C(=O)COC(=O)c1cccc(S(=O)(=O)N2CCCCC2)c1)C1CCS(=O)(=O)C1 (stereo not drawn)	6	0	6	4	i	-1	1	i	-0.6	-4
40	CCOC(=O)CC(=O)CSc1nc2c(sc(=S)n2-c2ccc(OCC)cc2)c(=O)[nH]1	0	4	0	-3	i	-10	1	i	-0.4	-1
34	O=C(COc1ccccc1[N+](=O)[O-])Nc1ccc(N2CCN(C(=O)c3cccs3)CC2)cc1	-11	0	0	-1	i	-5	2	i	2.9	1
35	Cc1c(NS(=O)(=O)c2cc(C(=O)NCc3cccnc3)cc(Cl)c2Cl)c(=O)n(-c2ccccc2)n1C	6	3	-3	-6	i	-6	1	i	-0.7	-3

Additional entries:
#	canonical_smiles	SUMO1-SIM PPI	NadD inh	Rin1-Abl PPI inh	DNMT1 inh	Neddyl block	Scp1 inh	STEP inh	Rpn11 block	LMPTP block	CSN inh
41	Cc1c(CCO)c(=O)n(C)n1C(=O)c1ccc(F)cc1	3	2	5	6	i	-5	8	i	-0.9	0
42	COc1ccc(OC)c(S(=O)(=O)NC(=O)C2(C)CCN2C(=O)c2ccco2)c1 (stereo not drawn)	5	0	-4	0	i	.	-2	i	-2.4	4
43	Cc1cccc(NC(=O)c2ccc(S(=O)(=O)N3CCN(C)CC3)cc2)c1C	8	3	-1	1	i	-5	-1	i	0.1	6
44	CCCC(=O)Nc1sc2c(c1C#N)CCCC2	-6	0	0	-6	i	2	2	i	-1.0	-2
45	O=c1c2cc(-c3ccccc3)sc2ncn1-n1cccc1	-5	5	0	2	i	-3	0	i	0.9	0
46	CC(OC(=O)CCc1nc2ccccc2[nH]c1=O)C(=O)c1ccccc1 (stereo not drawn)	2	-3	-7	-4	i	-4	0	i	-1.3	-1
47	CCOc1ccc(NC(=O)NNC(=O)COc2ccc3ccccc3c2)cc1	7	12	-3	17	i	-5	1	i	-0.8	-5
48	CC(NS(=O)(=O)/C=C/c1ccccc1)c1ccccc1 (stereo not drawn)	0	-5	1	1	i	-8	-2	i	0.7	1
49	O=C1CC(c2ccccc2)Sc2nc(-c3ccccc3)c(-c3ccccc3)n21 (stereo not drawn)	1	19	2	19	i	-2	2	i	1.3	-3
50	O=C(Cn1c(=O)sc2ccccc21)N1CCOCC1	0	-2	-4	5	i	13	2	i	-1.7	-6

This is a random part of the collection; about 3.8% have a hit in one of these screens.
